# LEDGF integ inh: blocks HIV-1 LEDGF/p75-dependent DNA integration | TR-FRET IN-LEDGF/p75 DNA integration, Eu/Cy5 | inhibition, % at 3.7 µM | 370,000 tested, 0.64% active | AID 743269;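 active = inhibition above the screen-wide mean plus 3 SD, cut at about 13% in these data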;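 also: signal is the Cy5 over europium emission ratio at 671 and 618 nm; 0% = plate median of compound wells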
# TCR-CD3 inh: inhibitors of human TCR-CD3 interaction; 360,000 tested, 0.37% active; TAMRA-labeled TCR probe fluorescence, biochemical; inhibition, % at 9.4 µM; in the data active = inhibition above about 19%;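 also: recombinant mutant TCR 2C K166C tagged with TAMRA read by polarization; 0% = receptor in buffer alone and 100% = receptor with positive control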
# PG9 Ab binder: PG9 antibody binding by small molecule; inhibition, % at 6.7 µM; TR-FRET gp120-PG9 antibody binding; 360,000 tested, 0.43% active; AID 624416; in the data active = inhibition above about 8.5%
# SIAE inh: inhibitors of human sialic acid acetylesterase SIAE | 370,000 tested, 0.69% active | SIAE FP-Rh probe binding, fluorescence polarization | inhibition, % at 9.66 µM;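 active = inhibition above a cutoff: mean of compounds within the control limits plus 3 SD of those, cut at about 17% in these data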;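 also: 0% = plate median of compound wells and 100% = probe without SIAE protein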
# Target sequence (Q9HAT2 whole entry, looked up): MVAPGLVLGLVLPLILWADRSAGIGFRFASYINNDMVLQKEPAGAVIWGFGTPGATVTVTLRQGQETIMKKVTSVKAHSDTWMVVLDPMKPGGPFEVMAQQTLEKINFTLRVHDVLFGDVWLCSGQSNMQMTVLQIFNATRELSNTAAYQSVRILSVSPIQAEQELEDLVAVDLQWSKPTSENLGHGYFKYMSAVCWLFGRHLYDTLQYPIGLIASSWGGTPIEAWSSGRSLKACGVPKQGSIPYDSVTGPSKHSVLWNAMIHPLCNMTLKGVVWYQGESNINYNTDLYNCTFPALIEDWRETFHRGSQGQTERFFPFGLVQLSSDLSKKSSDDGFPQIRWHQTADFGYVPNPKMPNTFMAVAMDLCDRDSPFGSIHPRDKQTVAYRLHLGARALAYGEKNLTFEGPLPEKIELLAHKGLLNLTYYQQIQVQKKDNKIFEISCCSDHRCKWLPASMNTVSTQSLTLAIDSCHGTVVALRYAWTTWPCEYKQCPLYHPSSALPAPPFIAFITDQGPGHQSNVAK
# TDP2 absorb: TDP2 (human) inhibition, absorbance primary screen | O95551 | recombinant TDP2, T5PNP hydrolysis, p-nitrophenol absorbance 415 nm | inhibition, % at 12.8 µM | 370,000 tested, 0.34% active;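 active = inhibition above the mean of all tested compounds plus 3 SD, set per campaign, cut at about 25% in these data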;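 also: 0% = DMSO with enzyme and 100% = buffer with substrate but no TDP2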
#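 Assay system: Recombinant human TDP2 | Quantity: 120 nM TDP2 per well | Incubation: 2 h at 37 °C | Signal: Epi absorbance | Evaluation: Percent inhibition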
# UHRF1 MBD2 ctr: blocks human UHRF1 binding to methylated DNA; Q96T88; UHRF1 binding to methylated oligo, TR-FRET; inhibition, % at 4.4 µM; 370,000 tested, 0.75% active; in the data active = inhibition above about 21%;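 also: UHRF1 SRA domain binding a hemimethylated CpG hairpin DNA probe; 0% = median of test compound wells and 100% = reference inhibitor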
# PRMT1 FP inh: inhibitors of human PRMT1; Q99873; recombinant PRMT1, activity-based probe fluorescence polarization; inhibition, % at 2.79 µM; 370,000 tested, 1.3% active; AID 652257;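 active = inhibition above about 21% made by adding two undisclosed values, limit read from the data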
# Target sequence (Q99873 whole entry, looked up): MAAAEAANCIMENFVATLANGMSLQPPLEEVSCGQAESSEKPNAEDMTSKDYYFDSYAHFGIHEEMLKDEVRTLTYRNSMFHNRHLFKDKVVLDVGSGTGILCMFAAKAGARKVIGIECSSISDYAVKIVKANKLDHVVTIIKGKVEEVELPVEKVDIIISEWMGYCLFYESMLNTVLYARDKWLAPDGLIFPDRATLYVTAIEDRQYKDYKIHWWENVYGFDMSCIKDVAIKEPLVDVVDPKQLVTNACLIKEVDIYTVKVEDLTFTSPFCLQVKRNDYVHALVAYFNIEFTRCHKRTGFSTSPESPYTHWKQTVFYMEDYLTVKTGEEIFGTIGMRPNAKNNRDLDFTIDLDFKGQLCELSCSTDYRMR
# ABHD4 inh: inhibitors of mouse ABHD4 | 370,000 tested, 0.54% active | inhibition, % at 8.92 µM | Q8VD66 | purified mABHD4, FP-Rh probe fluorescence polarization | AID 720543;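 active = inhibition exceeding the mean over every tested compound plus 3 SD, cut at about 30% in these data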;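 also: 0% = plate median of compound wells and 100% = S159A mutant with DMSO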
#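 Assay system: mouse ABHD4 enzyme, wild type / Also added: fluorescent activity-based probe FP-Rh / Doses: single nominal dose of 8.92 µM, 0.89% DMSO final / Timing: 45 min compound pre-incubation plus 60 min probe step, 25 °C / Signal: FP readout, ex 525 nm / em 598 nm / Control set: S159A mutant/DMSO as 100%, compound-well median as 0%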
# HTRA1 inh: inhibitors of human serine peptidase HTRA1 | Q92743 | recombinant HTRA1, FP-rhodamine activity-based probe, fluorescence polarization | 340,000 tested, 0.5% active | inhibition, % at 5.96 µM | AID 504803; in the data active = inhibition above about 36%;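 also: 0% = enzyme with DMSO and 100% = wells lacking enzyme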
# DDE Tn7 FP inh: inhibitors of Tn7 peptide binding to human fibrin DD(E); P02675; FP displacement of FITC-Tn7 peptide from fibrin DD(E); 0% = median of compound wells per plate; inhibition, % at 8.3 µM; 370,000 tested, 0.13% active; AID 720508;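 active = inhibition above the mean of compounds falling within the control limits plus 3 SD of them, cut at about 14% in these data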;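 also: 0% = plate median of compound wells and 100% = 10 µM Aha-Tn7 peptide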
#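 Test system – human fibrin DD(E) · Times – 10 min preincubation, 3 h with tracer, room temperature · Detection – fluorescence polarization of the labelled Tn7 tracer · Measure – percent inhibition normalized to high-control wells · Benchmarks – high control wells with 10 µM unlabelled Aha-Tn7 peptide (full inhibition) · Repeats – singlicate testing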
# * hit, by the source's call; nt = not tested or not shown.
SMILES,LEDGF integ inh,TCR-CD3 inh,PG9 Ab binder,SIAE inh,TDP2 absorb,UHRF1 MBD2 ctr,PRMT1 FP inh,ABHD4 inh,HTRA1 inh,DDE Tn7 FP inh
COc1ccc(NC(=O)N2CCOCC2)cc1OC,1.3,4.7,-0.5,1.6,3.6,-2.4,-2.5,1.4,6.9,3.3
CN1CCN(C(=O)CNC(=O)Cc2ccc(Cl)cc2)CC1,-3.5,-13.1,-1.7,-0.9,-7.4,2.3,-0.1,-2.9,-5.4,-8.4
COC(=O)Cc1ccc2c3ccccc3n(C)c2c1,3.4,-1.3,0.7,7.6,-3.2,-2.9,-2.7,-3.2,-13.2,-1.6
COc1ccc(S(=O)(=O)N(C)CC(=O)N2CCOCC2)cc1Cl,2.6,1.6,-0.7,-0.3,5.0,-0.9,0.0,3.7,-1.7,0.7
O=C(NC(N1CCOCC1)C(Cl)(Cl)Cl)c1cc([N+](=O)[O-])cc([N+](=O)[O-])c1 (stereo not given),3.9,-2.9,-0.1,4.7,1.0,-2.8,-3.1,-2.4,8.4,-1.5
O=C(CN1C(=O)NC2(CCc3ccccc32)C1=O)c1ccc(Br)s1 (stereo not given),4.9,1.5,-0.3,-4.4,0.0,-0.9,0.3,-4.8,-22.6,-1.0
CCOC(=O)c1[nH]ncc1[C@@H]1C[C@H]2CN(Cc3cccc(Cl)c3)C(=O)[C@]23CCCN13,-0.5,-1.0,-1.1,-6.8,0.5,2.4,1.9,1.8,4.4,5.4
O=C(CNCCC1=CCCCC1)Nc1ccccc1N1CCCCC1,4.3,-2.8,0.2,7.1,-5.3,3.3,3.1,6.7,-20.0,-1.6
Cc1ccc(SC(C)C(=O)NCc2ccc(F)cc2)cc1 (stereo not given),9.8,-3.5,-0.9,7.3,-12.0,10.8,-5.2,-6.7,-3.0,12.4
Cc1ccc(C)c(N2CCN(C(=O)C3CCN(c4nc(C)cc(C)n4)CC3)CC2)c1,-2.7,-0.3,-0.8,2.7,-2.4,1.0,-2.1,-4.7,-17.8,-2.3
Nc1ccc2oc3ccccc3c2c1,1.8,3.2,-2.0,1.9,-2.2,-1.2,-2.5,7.5,0.7,-1.4
CCOC(=O)c1c(CN(CC)CC)n(C)c2cc(Br)c(O)cc12,5.0,-0.9,2.1,-1.8,-6.1,4.9,-2.1,4.5,-3.3,-0.7
COc1ccc(CCNC(=O)Nc2ccc3nc([C@@H]4O[C@H](CO)[C@@H](O)[C@H](O)[C@H]4O)[nH]c3c2)cc1Br,-2.5,5.1,-1.4,0.3,-5.4,-1.2,-2.1,3.9,nt,-0.5
O=C(NCc1nnnn1-c1ccc(F)c(F)c1)c1ccc2c(c1)OCO2,0.9,0.6,1.4,11.1,6.0,-2.3,0.6,-6.5,-6.2,1.4
O=C(NCc1ccco1)/C(=C/c1ccco1)NC(=O)c1ccc(Br)o1,4.8,2.7,-0.7,3.3,6.4,-0.5,15.0,9.5,-3.8,1.7
O=C(CNc1cccc2ccccc12)N/N=C/c1ccc([N+](=O)[O-])o1,1.2,2.9,-2.4,11.6,11.8,-0.7,0.1,13.9,24.7,0.3
CCOc1ncccc1C(=O)OCC(=O)NC(=O)NC(C)C,-0.1,-1.9,0.4,0.4,6.3,2.2,2.7,8.2,1.6,-0.3
CCCn1c(SCC(=O)Nc2cccc(S(=O)(=O)N3CCCC3)c2)n[nH]c1=O,0.1,3.3,-0.3,-0.4,-0.5,1.4,-1.0,7.1,1.0,8.6
Cc1ccc(NC(=O)OCCNC(=O)OC(C)C)cc1,-2.8,-2.4,1.1,3.0,-1.0,-5.2,-1.1,-1.8,-0.1,2.2
COc1cccc(-c2cc(NC=O)c3ncc(-c4cccc(C(=O)NCCN(C)C)c4)n3c2)c1,3.7,-1.2,0.0,-6.6,-1.0,-0.4,-1.9,1.2,nt,-8.1
Cc1ccc(S(=O)(=O)N2CCOCC2)cc1C(=O)NC(=S)N(Cc1ccccc1)C(C)C,3.5,3.8,0.8,6.8,-2.4,2.5,1.3,-0.4,-1.3,-1.5
N#Cc1nc(-c2cccs2)oc1N1CCN(c2ccccc2)CC1,5.0,-3.5,-1.3,3.7,-3.7,1.1,-1.2,-4.5,-12.9,-1.1
CCCc1nc(NC2CCCCC2)c(C#N)c2c1COC(C)(C)C2,5.1,-5.7,-2.5,4.0,-7.2,-0.7,2.4,0.6,-3.0,-0.7
Cc1ccc([C@H]2C[C@@H](O)[C@H](n3cc(C4CC4)nn3)CN2C(=O)C2CCCCC2)cc1,-5.8,6.2,0.8,-9.7,1.1,-1.1,-0.3,1.9,-5.4,-3.6
CCCc1nnc(NC(=O)C2CC(=O)N(CCc3ccc(F)cc3)C2)s1 (stereo not given),0.1,7.0,-0.7,5.5,-1.2,-2.2,-1.0,2.7,-8.7,-2.7

# The closing four compounds of the section above open the next one:
SMILES,LEDGF integ inh,TCR-CD3 inh,PG9 Ab binder,SIAE inh,TDP2 absorb,UHRF1 MBD2 ctr,PRMT1 FP inh,ABHD4 inh,HTRA1 inh,DDE Tn7 FP inh
N#Cc1nc(-c2cccs2)oc1N1CCN(c2ccccc2)CC1,5.0,-3.5,-1.3,3.7,-3.7,1.1,-1.2,-4.5,-12.9,-1.1
CCCc1nc(NC2CCCCC2)c(C#N)c2c1COC(C)(C)C2,5.1,-5.7,-2.5,4.0,-7.2,-0.7,2.4,0.6,-3.0,-0.7
Cc1ccc([C@H]2C[C@@H](O)[C@H](n3cc(C4CC4)nn3)CN2C(=O)C2CCCCC2)cc1,-5.8,6.2,0.8,-9.7,1.1,-1.1,-0.3,1.9,-5.4,-3.6
CCCc1nnc(NC(=O)C2CC(=O)N(CCc3ccc(F)cc3)C2)s1 (stereo not given),0.1,7.0,-0.7,5.5,-1.2,-2.2,-1.0,2.7,-8.7,-2.7
O=C(NC1CC1)c1ccc(C2SCC(=O)N2Cc2ccccc2)cc1 (stereo not given),-3.2,-8.2,-0.6,1.7,4.5,-0.3,5.1,2.2,2.0,1.8
Cc1cc(S(=O)(=O)N(Cc2ccc(C(C)(C)C)cc2)Cc2cccs2)ccc1-n1cnnn1,2.6,5.1,0.6,-0.8,10.3,-3.2,-1.1,-21.7,-31.8,3.5
COc1c(C(C)C)oc2cc3oc(=O)ccc3cc12,0.5,3.4,-1.0,2.7,6.8,-1.7,-0.7,3.2,-1.2,-2.0
O=C(CN(C(=O)CSc1nc2ccccc2o1)c1ccccc1F)NC1CCCCC1,0.4,1.9,-1.1,-4.0,-1.5,2.4,-0.8,0.7,0.5,0.9
Cc1ccc(S(=O)(=O)N2CCC(=O)N([C@H](COCc3ccc(C(F)(F)F)cc3)Cc3ccccc3)CC2)cc1,-3.1,-1.4,-0.5,-2.2,-1.0,0.9,-0.5,-1.7,nt,10.2
COc1ccc(NC(=O)C2CCCN(S(=O)(=O)c3c(C)[nH]c(=O)[nH]c3=O)C2)cc1Cl (stereo not given),2.1,15.3,-1.1,5.9,-2.8,0.4,-2.6,3.9,5.5,0.1
Cc1ccc(-c2cc(C(=O)Nc3cnn(C(C)C)c3)no2)cc1,1.3,0.3,-0.3,-2.5,1.6,1.4,-0.5,7.3,-2.5,5.4
CCCNC(=S)Nc1ccc(Cl)cc1Cl,1.2,4.7,-0.9,7.2,9.1,-0.3,-1.6,-1.4,-1.2,6.4
O=C(Nc1nnc(C(F)(F)F)s1)c1c(F)cccc1F,2.6,0.3,-1.4,32.3*,2.6,-0.6,0.1,3.8,-1.2,-1.5
O=C1c2ccccc2C(=O)N1CN(C(=O)COc1ccccc1)c1ccc(F)cc1,3.6,-0.5,-2.6,7.5,-1.9,1.6,2.8,8.3,2.8,0.7
O=C(Nc1ccc2nc3n(c(=O)c2c1)CCCCC3)C(=O)N1CCN(c2ccc(F)cc2)CC1,-1.0,1.4,-0.5,6.7,10.2,1.7,-3.0,-0.8,7.3,2.4
CCC1CCCCN1C(=O)COC(=O)COc1ccc(Br)cc1 (stereo not given),7.2,-6.3,1.9,-2.2,-1.7,-3.5,-1.2,2.1,5.5,-6.1
Cc1nnsc1C(=O)N1CCCC(Nc2ccc(F)c(F)c2)C1 (stereo not given),-0.3,-1.4,-1.7,-0.8,-2.9,0.0,0.6,5.7,-1.0,5.2
O=C(NCCC1=CCCCC1)C1CCN(S(=O)(=O)c2ccccc2C(F)(F)F)CC1,3.8,2.6,-1.8,1.5,-10.9,3.1,-0.7,0.0,-1.4,-10.1
CCN(CC)S(=O)(=O)c1ccc(/C=C/C(=O)OCC(=O)NC(=O)C2COc3ccccc3O2)cc1 (stereo not given),-0.4,3.8,-0.7,-5.1,-7.4,0.6,-1.9,1.0,-1.9,5.3
Cc1cc(C)nc(SCC(=O)NNC(=O)c2ccccc2C)n1,-4.6,-8.4,0.1,-0.9,-6.9,0.9,5.0,0.5,-1.4,2.6
COc1ccccc1-c1cc(C(F)(F)F)nc(S(C)(=O)=O)n1,0.1,5.1,0.0,7.1,4.1,-1.1,4.6,-4.8,-34.2,-3.4
Cc1ccc(NC(=O)c2ccc(=O)[nH]n2)cc1C,-6.5,2.4,-1.5,0.1,4.0,-3.0,-0.8,3.7,-4.7,-4.1
O=C(COC(=O)c1ccccn1)NCc1ccccc1Cl,-1.3,-4.5,0.2,-7.5,4.3,1.7,1.3,6.6,-4.6,-0.6
N#CCC(=O)NC(=O)NCC1CC1,-4.3,10.3,0.1,3.2,-10.9,-0.7,1.9,-1.6,3.8,-2.1
COc1ccccc1NC=C1C(=O)OC2(CCCCC2)OC1=O,-1.9,14.2,0.2,-2.5,-11.0,-0.4,0.6,7.9,-10.8,2.7
COc1ccccc1Nc1nc(-c2cccnc2)cs1,1.2,-3.4,-1.9,6.5,-4.3,-3.1,-3.1,2.2,-15.6,0.5
CC(C)(C)C1CCC(=NNC(=O)C(=O)NCc2ccco2)CC1 (stereo not given),-4.2,10.1,1.4,0.4,-8.1,-2.6,2.1,3.3,-0.3,2.0
O=C(O)c1cc(-c2cccnc2)nc2ccc(Br)cc12,0.4,6.7,44.3*,4.8,7.1,11.3,-2.7,1.9,-4.2,-2.4
CC(=O)c1ccccc1NC(=O)COC(=O)C1COc2ccccc2O1 (stereo not given),-3.4,2.0,0.8,-0.7,5.8,6.2,0.5,2.9,-0.4,0.5
COC(=O)c1ccc(Oc2ccc(S(=O)(=O)N3CCCCC3)cc2N)cc1,-1.0,-1.4,-1.4,-3.7,3.6,1.4,4.2,-6.3,-11.3,6.7
Cn1cnc2c(=O)sc3ccccc3c21,0.3,4.4,-0.5,-1.6,-2.1,-6.6,0.8,4.7,1.3,10.8
N#C/C(=N\Nc1ccccc1Cl)C(=O)c1ccccc1,3.1,1.5,0.2,7.1,-4.6,6.3,0.9,6.6,8.0,-5.5
Fc1ccc(CNn2cnnc2SCc2ccc(F)cc2)cc1,-1.0,2.1,1.2,1.7,-10.1,5.8,4.5,-13.3,-0.2,-2.5

# Compound activity (PubChem BioAssay)
